Assay outcomes from PubChem BioAssay.
NCI-60 one-dose screen, 48 h, at 10 µM unless noted. Numbers give growth in % (100 = growth as untreated, 0 = no growth, -100 = all killed).
MCF7 – MCF7 breast cancer | hit rate 6.3% among 82,000 | AID 1794796
MDA-MB-435 – MDA-MB-435 melanoma; hit rate 7.8% among 82,000
MDA-MB-231 – MDA-MB-231 breast cancer; hit rate 5% among 81,000; AID 1794789
BT-549 – BT-549 breast cancer. AID 1794793. hit rate 4.4% among 78,000
* = called active by the depositor; & = joins results of further samples; ! = repeats disagree; [ ] = another dose, or the depositor's remark. The calls were made as follows: active = growth percent below 10; inactive = the rest. An excerpt. The share of hits here may be higher or lower than overall.

What do the screens show for `Cc1ccc(NC(=O)/C(=N\NC(N)=O)c2c(O)c3ccccc3[nH]c2=O)cc1`?
MCF7: 85&93[100 µM]

Results for CC(=O)c1cc2c(s1)C(=O)c1sccc1C2=O ?
MCF7: -100*[100 µM]

How did C=C1C(=O)C2=CC1CCC(=O)C1(C)CCC(OC(C)=O)C(C)(C)C1CC2O (stereo unspecified) do in these assays?
MCF7: -63*[100 µM]

How did Cc1cc(N(CCC#N)CCC#N)ccc1/C=N/NC(=O)c1cc(Cl)ccc1O do in these assays?
MCF7: 13&44[100 µM]

How did C=CCn1c2c(c3ccccc3c1=O)C(=O)c1ccccc1-2 do in these assays?
MCF7: 23&68[100 µM]

What do the screens show for `CCCCCCCCCC(O)CC(=O)c1c(O)cccc1O` (stereo unspecified)?
MCF7: -47*[100 µM]

How did Cc1c(-c2nc(N)c(C#N)c(N)c2C#N)c(=O)oc2ccccc12 do in these assays?
MCF7: 13&84[100 µM]

Results for Cc1ccc2c(/C=C/c3ccc(N(C)C)cc3)ccc(C(C)C)cc1-2 ?
MCF7: 76&58[100 µM]

How did C=C1C(=O)OC2CC1C(OC(=O)/C=C/c1ccccc1)C/C(C)=C/CC/C(C)=C/CCC2(C)O (stereo unspecified) do in these assays?
MCF7: -30*[100 µM]

What do the screens show for `CC#CC#C/C=C1/C=CC2(CCCCO2)O1` (stereo unspecified)?
MCF7: 0.8*![100 µM]

Results for COC(=O)C(C(=O)C(=O)Nc1c(C)cccc1C(C)(C)C)c1nc2ccc(Cl)cc2[nH]c1=O (stereo unspecified) ?
MCF7: 61&70[100 µM]

What do the screens show for `N#CC1(C#N)NC(c2cccnc2)C(C#N)(C#N)NC1c1cccnc1` (stereo unspecified)?
MCF7: 83&83[100 µM]

How did C=C1CC(OC(C)=O)/C=C(/C)CCC(C(C)(C)O)CC1O (stereo unspecified) do in these assays?
MCF7: 90&105[100 µM]

How did COC(=O)C1CCC(=O)N1CN(C(C)=O)c1ccccc1Cl (stereo unspecified) do in these assays?
MCF7: 84&84[100 µM]

What do the screens show for `CCCc1n[nH]c(=O)n1N1C(=O)C=CC1=O`?
MCF7: 80&92[100 µM]

What do the screens show for `COc1ccc2c3c(c(=O)n(C)c2c1OC)C=CC(C)(C)O3`?
MCF7: 0.2*[100 µM]

Results for N#Cc1ccccc1NC(=O)/C(=N\NC(=O)c1ccncc1)C(c1cnc2ccc([N+](=O)[O-])cc2n1)[N+](=O)[O-] (stereo unspecified) ?
MCF7: 18&45[100 µM]

How did C/C=C/COc1cc(NC(=S)c2ccoc2C)ccc1OC do in these assays?
MCF7: 41&47[100 µM]

What do the screens show for `Nc1ncnc2c1ncn2-c1ccc([N+](=O)[O-])cn1`?
MCF7: 94&91[100 µM]

What do the screens show for `C=CCNC1=C2C[C@@H](C)C[C@@H](OC)[C@@H](OC(=O)CCCN)[C@H](C)/C=C(\C)[C@@H](OC(N)=O)[C@H](OC)/C=C\C=C(/C)C(=O)NC(=CC1=O)C2=O`?
MCF7: -95*[100 µM]

How did Cc1ccc(NC(=S)C#N)c(C)c1 do in these assays?
MCF7: -78*![100 µM]

How did COC(=O)/C=C\C(C#N)(C#N)N=Cc1ccsc1 do in these assays?
MCF7: -39*[100 µM]

Results for CCOc1cc2c(cc1O)/C(=N\N)C[C@@H]1[C@@H]2CC[C@]2(C)[C@@H](O)CC[C@@H]12 ?
MCF7: -67*![100 µM]

Results for CCOc1ccc(NC(=O)C(=O)C2C(=O)Nc3ccccc3S2=O)cc1 (stereo unspecified) ?
MCF7: 72&92[100 µM]

Results for CN(C)c1ccc(C(Cc2ccccc2)C2NC(=S)NC2=O)cc1 (stereo unspecified) ?
MCF7: 48&39[100 µM]

What do the screens show for `N#Cc1nc(-c2ccccc2C(=O)O)oc1N`?
MCF7: 96&97[100 µM]

Results for c1ccc2c(c1)nnn2C1CCCCO1 (stereo unspecified) ?
MCF7: 97&96[100 µM]

What do the screens show for `COC(=O)C1CC23CCCN4CCC5(c6ccccc6N(C=O)C15CC2)C43` (stereo unspecified)?
MCF7: 82&89[100 µM]

What do the screens show for `COC(=O)C(=O)C(C(=O)C(N)=O)c1nc2ccc(C(=O)c3ccccc3)cc2[nH]c1=O` (stereo unspecified)?
MCF7: 17&62[100 µM]

What do the screens show for `N#CC12COC3(CCCCC3C1(C#N)C#N)OC2=N` (stereo unspecified)?
MCF7: -26*[100 µM]

What do the screens show for `N#Cc1nc(/C=C/c2cccnc2)oc1N`?
MCF7: 86&88[100 µM]

How did COc1ccccc1-c1n[nH]c(-c2ccccc2O)n1 do in these assays?
MCF7: 22&61[100 µM]

What do the screens show for `CCC(c1ccc(OC)cc1)C1NC(=S)NC1=O` (stereo unspecified)?
MCF7: 44&48[50 µM]

Results for CC(C)/C(Cl)=N\OC(=O)NNc1ccccc1 ?
MCF7: 94&113[100 µM]

How did NC(=S)Nc1[nH]c(=S)nc2c1SC1=N/C(=C\c3ccco3)C(=O)N12 do in these assays?
MCF7: 4.0*![100 µM]

How did CC1CC2(OC2C)C(=O)OC2CCN(C)C/C=C(/COC(=O)C1(C)O)C2=O (stereo unspecified) do in these assays?
MCF7: 83&92[100 µM]

Results for CC1(O)CC23CC1CCC2(C)C12CCCC(C)(C(=O)O1)C2CC3O (stereo unspecified) ?
MCF7: 81&89[100 µM]

What do the screens show for `CCOC(=O)CCC(NC(=O)c1ccc(OCc2nc3cc(C(F)(F)F)ccc3nc2-c2ccccc2)cc1)C(=O)OCC` (stereo unspecified)?
MCF7: -53*![100 µM]

How did Nc1cc2c3c(cccc3c1)C(=O)N(c1ccc(OCCN3CCCC3)cc1)C2=O do in these assays?
MCF7: -100*[100 µM]

Results for CCOC(=O)/C(C#N)=C(/NNc1ccccc1)c1ccncc1C(=O)O ?
MCF7: 39&28[100 µM]

How did Cc1ccc(C(=O)Nc2ccc(CP(=O)(O)O)cc2CP(=O)(O)O)cc1NC(=O)Nc1cc(C(=O)Nc2ccc(CP(=O)(O)O)cc2CP(=O)(O)O)ccc1C do in these assays?
MCF7: 84&88[100 µM]

What do the screens show for `O=C1C2=Cc3ccccc3OC2(O)Oc2ccccc21` (stereo unspecified)?
MCF7: 82&61[100 µM]

What do the screens show for `CCO/C=N/C1=C(C#N)SC2=N/C(=C\c3ccccc3)C(=O)N21`?
MCF7: 45&46[100 µM]

What do the screens show for `CN(C)c1ccc(/C=N/n2c(-c3ccccc3)nc3ccccc3c2=O)cc1`?
MCF7: 21&40[100 µM]

What do the screens show for `C/C=C1\C(=O)OC2CCN3CCC(COC(=O)C(C)(O)C(C)C1O)C23` (stereo unspecified)?
MCF7: 79&89[100 µM]

Results for NC1=NN(c2ccccc2)C2(O)c3ccncc3C3=NN(c4ccccc4)C(=O)C132 (stereo unspecified) ?
MCF7: 89&114[100 µM]

How did CC(=O)C1=C(C)N2C(=NC3=C(CCc4ccccc43)C2c2ccc(Cl)cc2)S1 (stereo unspecified) do in these assays?
MCF7: 9.7*![100 µM]

What do the screens show for `COC(=O)[C@H](Cc1c[nH]c2ccccc12)NP(=O)(O)OCC1C=CC(n2cc(C)c(=O)[nH]c2=O)O1` (stereo partly specified)?
MCF7: 96&111[100 µM]

Results for C=CC(COC(=O)C(C)(C)OC(C)=O)c1ccc(OC(=O)C(C)C)c(OC)c1 (stereo unspecified) ?
MCF7: -69*[100 µM]

What do the screens show for `COc1ccc(C)cc1NC(=S)C#N`?
MCF7: 5.0*![100 µM]

What do the screens show for `CSc1ncnc(N)c1N`?
MDA-MB-435: 104; MDA-MB-231: 127; BT-549: 114
